# Compound activity (PubChem)
# PLK1 PBD inh: PLK1 (human) polo-box domain binding inhibition. P53350. Plk1 PBD binding of FITC phosphopeptide, fluorescence polarization. Potency, µM, for inactives: max response, negative = inhibition, actives largely listed as inhibitors. 360,000 compounds, 2.8% hits. AID 720504; note: potency is the fitted concentration of half-maximal effect; series mostly up to about 57 µM; % is set by controls: 0 for no effect and ±100 for the full control effect; nearly all actives have a fitted effect of over 65% in size
# Target sequence (P53350 whole entry, looked up, the tested form may be a part): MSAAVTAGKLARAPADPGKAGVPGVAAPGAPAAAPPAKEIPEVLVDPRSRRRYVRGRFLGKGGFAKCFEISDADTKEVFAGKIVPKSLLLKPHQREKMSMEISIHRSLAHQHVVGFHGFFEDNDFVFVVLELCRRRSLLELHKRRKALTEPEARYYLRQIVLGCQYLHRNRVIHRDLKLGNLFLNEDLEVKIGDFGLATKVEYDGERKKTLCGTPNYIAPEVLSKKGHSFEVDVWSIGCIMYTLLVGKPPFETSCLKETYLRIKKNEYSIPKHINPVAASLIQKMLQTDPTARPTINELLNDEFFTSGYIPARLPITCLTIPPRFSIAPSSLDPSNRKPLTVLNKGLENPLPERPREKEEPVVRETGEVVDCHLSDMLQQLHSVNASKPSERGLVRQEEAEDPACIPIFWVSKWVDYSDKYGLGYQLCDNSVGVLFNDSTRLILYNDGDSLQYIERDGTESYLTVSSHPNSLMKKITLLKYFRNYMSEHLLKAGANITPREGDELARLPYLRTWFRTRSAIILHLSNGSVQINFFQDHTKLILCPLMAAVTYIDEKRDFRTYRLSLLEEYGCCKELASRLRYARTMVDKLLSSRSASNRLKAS
# GLP1R inv ag: inverse agonists of human GLP-1 receptor | Potency, µM (titrated, usually from 38.3 µM), for the others: at the top dose activity change, negative = inhibition, most hits filed as inhibitors | P43220 | 410,000 compounds, 1.6% hits | HEK293 GLP-1R CRE-luciferase, luminescence, 24 h; GLP-1R form is constitutively active; note: potency is the fitted concentration of half-maximal effect; % is set by controls: 0 for no effect and ±100 for the full control effect; nearly all actives have a fitted effect of over 55% in size
#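 Cells are plated, allowed 12 hours at 37 deg C, then treated with compounds for 24 hr before luciferase detection reagent is added and luminescence is read after 12 min at room temperature. The HEK293 line carries constitutively active GLP-1R with a cAMP-responsive reporter.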
# DRD3 agonist: agonists of human D3 dopamine receptor. P35462. D3R DiscoveRx beta-arrestin cells, luminescence, 90 min. max activation, %. 410,000 compounds, 0.58% hits. AID 652048; in the data active = max activation above about 30%; note: 0% is about no effect; mostly tested at two doses, the higher about 12 µM
# Target sequence (P35462 whole entry, looked up): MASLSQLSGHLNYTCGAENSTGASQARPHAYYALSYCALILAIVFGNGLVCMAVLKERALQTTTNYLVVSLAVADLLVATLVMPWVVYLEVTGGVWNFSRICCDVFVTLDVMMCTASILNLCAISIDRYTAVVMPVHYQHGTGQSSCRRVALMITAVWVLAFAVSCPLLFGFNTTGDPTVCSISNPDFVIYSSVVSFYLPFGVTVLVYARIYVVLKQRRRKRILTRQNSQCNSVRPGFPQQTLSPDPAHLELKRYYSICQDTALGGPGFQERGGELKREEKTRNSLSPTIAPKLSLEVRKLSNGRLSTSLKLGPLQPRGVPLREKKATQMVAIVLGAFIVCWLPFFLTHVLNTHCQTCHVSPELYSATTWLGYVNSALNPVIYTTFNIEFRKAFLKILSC
#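 Agonist-mode cell screen: cells plated at 1500/well and incubated overnight at 37 °C, then exposed to library compounds for 90 min at 37 °C. Detection reagent was added for 30–60 min at room temperature, and luminescence was read.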
# WRN inhibitor: blocks human WRN helicase. Q14191. AID 651768. Potency, µM (highest dose often 114 µM), without a hit: at the top dose activity change, negative = inhibition, most hits filed as inhibitors. 360,000 compounds, 0.46% hits. WRN helicase unwinding, fluorescent forked duplex, kinetic; note: potency is the fitted concentration of half-maximal effect; % is set by controls: 0 for no effect and ±100 for the full control effect; nearly all actives have a fitted effect of over 55% in size
#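 Enzyme (20 nM final) and test compound sit together 15 min at room temperature before substrate addition. Substrate is a single-forked duplex oligonucleotide (100 nM) labelled with fluorophore and quencher, with 2 mM ATP; helicase unwinding raises red fluorescence, read kinetically.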
# D3 antag: blocks the human D3 dopamine receptor; P35462; D3R cells, DiscoveRx beta-arrestin luminescence, antagonist mode; stronger effect = lower value; max response, negative = inhibition, %; 360,000 compounds, 2.5% hits; in the data active = max response below about -50%; inconclusive = no clear call, values can overlap the other calls; note: % is set by controls: 0 for no effect and ±100 for the full control effect; mostly tested at two doses, the higher about 12 µM
#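 Cells plated overnight at 1500 cells/well, then exposed to library compounds with dopamine controls for 90 minutes at 37 degrees C. DiscoveRx reagent added for 30–60 minutes at room temperature; luminescence read, quantitative HTS format.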
# IL2 activator: activators of IL-2 | AID 652025 | IL-2 activation reporter assay, cell-based qHTS; stimulated with anti-CD3/CD4/CD28 beads; in transgenic mouse T cells | 360,000 compounds, 0.065% hits | activation, % (series mostly up to about 46 µM); in the data active = activation above about 50%; inconclusive = mostly about 30% to 49%; note: 0% is about no effect
#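 Unstimulated transgenic mouse T cells preincubated 60 min with compound, then stimulated with anti-CD3/anti-CD4-coated beads plus anti-CD28 for 18 h at 37 degrees C. IL-2 response read as EGFP and DsRed fluorescence by plate cytometry.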
# GLP1R ag: GLP-1 receptor (human) agonism; P43220; HEK293 GLP-1R CRE-luciferase, luminescence, 4-6 h; cells express a hypersensitive GLP-1R form; 380,000 compounds, 0.007% hits; AID 624172; Potency, µM (doses to about 45.6 µM), for the others: at the highest dose activation, most hits filed as activators; note: potency is the fitted concentration of half-maximal effect; % of control where 0% means no effect
# GLP1R cytotox: cytotoxic in the GLP-1 receptor inverse agonist counter-screen; AID 624418; 410,000 compounds, 0.13% hits; HEK293 cAMP-luciferase reporter cells, luminescence, 24 h; Potency, µM (series often up to 38.3 µM), inactives show top-dose activity change, negative = inhibition, most hits filed as inhibitors;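 note: loss of luciferase light is scored as toxicity; potency is the fitted concentration of half-maximal effect; % is set by controls: 0 for no effect and ±100 for the full control effect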
#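 MLSMR compounds, 24 hr on cells at 37 deg C/5% CO2; luminescence after luciferase reagent (12 min RT). Inhibition counted as the undesired cytotoxic outcome.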
# PI5P4K alpha inh: inhibitors of human PI5P4K alpha | P48426 | PI5P4Kalpha enzyme, ADP-Glo luminescence, 60 min; stronger effect = lower value | max response, % | 330,000 compounds, 1.2% hits | AID 652105; active = max response of -50% or lower; inconclusive = between -30% and -50%; inactive = -30% or higher; note: value at the top dose of about 77 µM; % is set by controls: 0 for no effect and ±100 for the full control effect
#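 Reactions run in 0.038 M HEPES pH 7.4, 0.28 mM EGTA, 0.1% CHAPS and 5% DMSO, with PI5P4Kalpha, substrate, compound and 5 microM ATP final, one hour at room temperature. Readout is ADP-Glo luminescence.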
# Numbers without * were called inactive; ? = inconclusive; nt = not tested or not shown; & = joins results of further samples; [ ] = another dose, or the depositor's remark. Unless noted, calls come from the whole dose curve; as a rule, active = well fitted curve in the direction sought with a large enough effect; inconclusive = small, poorly fitted or top-dose-only effect, or another doubt; inactive = no such curve, though single readings can be large; an effect the other way counts as inactive or inconclusive.
SMILES,PLK1 PBD inh,GLP1R inv ag,DRD3 agonist,WRN inhibitor,D3 antag,IL2 activator,GLP1R ag,GLP1R cytotox,PI5P4K alpha inh
C=CCn1cc(C(=O)N2CCN(CC)CC2)c(=O)c2cc(S(=O)(=O)N(CC)CC)ccc21,-3%,3%,-11,-13%,6,0.8,6%,2%,7
CC[C@]1(C(=O)OC)[C@H]2C(=O)N(Cc3ccccc3)C(=O)[C@H]2[C@H]2CN=C(SCc3ccc(Cl)cc3)N21,-4%,?,-30,-8%,-4,-0.5,2%,1%,25
CCOP(=O)(OCC)C(Nc1ccc(C(=O)O)cc1)c1ccccc1 (stereo unspecified),-15%,7%,-5,-6%,1,-2.3,-2%,-18%,-2
C[C@H]1CN([C@@H](C)CO)C(=O)CCCn2nncc2CO[C@H]1CN(C)S(=O)(=O)c1ccccc1,-6%,12%,-6,4%,-22,-1.4,-4%,-12%,3
CC(=O)Nc1ccc(Nc2nc(C)nc3c2oc2ccccc23)cc1,-17%,27%,-1,-11%,-19,0.8,0%,-19%,1
COc1ccc(N2CC(C(=O)Nc3cc(C(F)(F)F)ccc3N3CCCC3)CC2=O)c(OC)c1 (stereo unspecified),-1%,?,0,-5%,8,-3.0,17%,?,-5
Cc1ccsc1C(=O)Nc1nc2ccccc2[nH]1,-3%,?,-1,-9%,-8,0.1,-5%,1%,-9
Clc1ccccc1CSc1snnc1-c1ccccc1,-9%,?,-12,-2%,-1,0.3,11%,8%,13
CCOCCc1c(O)nc(SCC(=O)NCc2ccco2)[nH]c1=O,-9%,0%,1,-21%[57.1 µM],1,1.5,8%,3%,-11
Cc1ccccc1NC(=O)CN(C)S(=O)(=O)c1ccc2c(c1)n(C)c(=O)c(=O)n2C,-13%,?,3,-1%,35,-1.2,3%,-10%,3
O=C(c1cccs1)N1CCCC(N2CCN(c3ccc(F)cc3)CC2)C1 (stereo unspecified),-19%,-16%,-16,0%,4,-2.1,3%,-1%,0
CCCCn1c(N)c(N(CC(C)C)C(=O)c2ccc(-c3ccc(Cl)cc3)o2)c(=O)[nH]c1=O,-8%,4%,-4,-4%,3,-0.7,-4%,-15%,2
COc1cc(N2CCCC2)c(OC)cc1/C=C(/C#N)c1cccc(F)c1,11%,?,-13,-19%,?,3.5,1%,0%,17
Cc1ccc2c(c1)[C@H]1[C@H](CO2)[C@H](c2ccccc2)[C@]2(C)C(=O)N(Cc3ccc(Cl)cc3)CC(=O)N12,7%,?,-7,-4%,0,11,-6%,-4%,0
O=C(N/N=C/c1ccc(-c2ccc(Cl)c(C(=O)O)c2)o1)c1cc2c(ccc3ccccc32)o1,?,1%,-2,20µM*,-9,-0.5,0%,181%[activator],-80*
CN(CC(=O)Nc1ccc(F)cc1)CC(=O)Nc1ccc(F)c(F)c1F,-8%,-27%[0.307 µM],-2,1%,2,0.2,1%,0%[0.307 µM],3
CCN1CCC(O)(C(C(=O)O)c2ccccc2)CC1 (stereo unspecified),-4%,-16%,2,-8%,1,0.2,-2%,-2%,6
COc1ccc(NC(=O)CSc2nc(-c3ccco3)cc(C(F)(F)F)n2)c(OC)c1,nt,5%,4,nt,nt,nt,2%,3%,nt
Cc1ccc(NC(=O)C2CCN(S(=O)(=O)c3ccc4c(c3)OCCO4)CC2)nc1,-3%,-9%,3,1%,19,2.6,-3%,5%,5
N#Cc1ccc(CN2CCN(CC(=O)Nc3ccccc3C(=O)NC3CC3)CC2)cc1,2%,-10%,17,1%,1,-0.7,9%,-23%,2
O=C1CC(C(=O)N2CCCc3ccccc32)CN1c1ccc(Cl)cc1 (stereo unspecified),-18%,-20%,-8,8%,-22,-0.6,16%,1%,1
COc1ccc(-c2csc3nc(-c4ccccc4)oc(=O)c23)cc1OC,3%,23%&-1%,2&-11,-4%,9,-1.6,0%,5%&0%,0
Cc1cc2ccccc2n1CCNC(=O)c1ccc(Br)o1,-25%,-21%,-13,-30%,-5,-1.8,-3%,-8%,-28
CN=C(Nc1cccc(OC)c1)SC1CC(=O)N(c2ccc(C(=O)O)cc2)C1=O (stereo unspecified),-2%,0%,0,-11%,6,-4.5,1%,6%,3
COc1[nH]c2ccc(F)cc2c1C(=O)OCC1CCN(CCNS(C)(=O)=O)CC1,-2%,20%,-74,-6%,-55*,-0.1,-1%,2%,7

# Ten entries already listed, arranged by molecular weight, low to high:
SMILES,PLK1 PBD inh,GLP1R inv ag,DRD3 agonist,WRN inhibitor,D3 antag,IL2 activator,GLP1R ag,GLP1R cytotox,PI5P4K alpha inh
Cc1ccsc1C(=O)Nc1nc2ccccc2[nH]1,-3%,?,-1,-9%,-8,0.1,-5%,1%,-9
CCN1CCC(O)(C(C(=O)O)c2ccccc2)CC1 (stereo unspecified),-4%,-16%,2,-8%,1,0.2,-2%,-2%,6
Clc1ccccc1CSc1snnc1-c1ccccc1,-9%,?,-12,-2%,-1,0.3,11%,8%,13
COc1cc(N2CCCC2)c(OC)cc1/C=C(/C#N)c1cccc(F)c1,11%,?,-13,-19%,?,3.5,1%,0%,17
CCOCCc1c(O)nc(SCC(=O)NCc2ccco2)[nH]c1=O,-9%,0%,1,-21%[57.1 µM],1,1.5,8%,3%,-11
COc1ccc(-c2csc3nc(-c4ccccc4)oc(=O)c23)cc1OC,3%,23%&-1%,2&-11,-4%,9,-1.6,0%,5%&0%,0
O=C(c1cccs1)N1CCCC(N2CCN(c3ccc(F)cc3)CC2)C1 (stereo unspecified),-19%,-16%,-16,0%,4,-2.1,3%,-1%,0
Cc1ccccc1NC(=O)CN(C)S(=O)(=O)c1ccc2c(c1)n(C)c(=O)c(=O)n2C,-13%,?,3,-1%,35,-1.2,3%,-10%,3
C=CCn1cc(C(=O)N2CCN(CC)CC2)c(=O)c2cc(S(=O)(=O)N(CC)CC)ccc21,-3%,3%,-11,-13%,6,0.8,6%,2%,7
Cc1ccc2c(c1)[C@H]1[C@H](CO2)[C@H](c2ccccc2)[C@]2(C)C(=O)N(Cc3ccc(Cl)cc3)CC(=O)N12,7%,?,-7,-4%,0,11,-6%,-4%,0

# (continued)
SMILES,PLK1 PBD inh,GLP1R inv ag,DRD3 agonist,WRN inhibitor,D3 antag,IL2 activator,GLP1R ag,GLP1R cytotox,PI5P4K alpha inh
COc1ccc(N(CC(=O)NCCc2ccc(S(N)(=O)=O)cc2)S(=O)(=O)c2c(C)noc2C)cc1,4%,23%,0,4%,17,-2.7,-4%,-8%,1
O=C1c2ccccc2S(=O)(=O)N1CCOc1ccc(F)cc1,-10%,1%,2,-11%,-21,-2.2,0%,1%,nt
CC1(C)Cc2sc3c(=O)[nH]c(=S)[nH]c3c2CO1,-9%,14%,-2,4%,6,1.8,-1%,5%,-9
O=C(NCc1ccccc1Cl)c1ccccc1Oc1ccccc1,1%,?,-1,-9%,7,-0.2,?,-6%,1
Cn1c(=O)c(=O)n(C)c2cc(S(=O)(=O)NCCN3CCN(c4ccccc4F)CC3)ccc21,-12%,-10%,28,-4%,?,1.6,4%,1%,3
COc1ccc(C(=S)N2CCOCC2)cc1OS(=O)(=O)c1ccccc1[N+](=O)[O-],?,0%,-7,-13%,-1,-2.3,6%,13%,2
COc1ccc(NC(=O)c2ccccc2C(=O)N2CCCCC2)cc1,2%,1%,1,-9%[57.1 µM],11,2.0,6%,18%,1
CC1C/C(=N\NC(=O)c2cccnc2)CC(C)(C)C1 (stereo unspecified),-24%,5%,-3,-2%,-14,1.0,-14%,0%,0
COc1ccc(CCC(=O)N2CCCSC2=Nc2ccc(C(C)=O)cc2)cc1,-7%,?,-8,-4%,-11,-2.8,0%,3%,-1
Oc1ccccc1C(=S)N1CCCC1,?,7%,7,-3%,4,-0.6,-1%,1%,-3
Cc1ccc(-c2nc3ccc(NS(=O)(=O)c4ccccc4)cc3[nH]2)o1,-6%,-2%,-1,-15%[57.1 µM],5,-0.6,-1%,-27%,nt
CC(Sc1nc(-c2ccccc2)nc2c1COC(C)(C)C2)C(=O)N1CCOCC1 (stereo unspecified),-3%,4%,2,-5%,-12,2.0,4%,-13%,-1
COc1ccc(C)c2sc(N(CCCN(C)C)C(=O)CS(=O)(=O)c3ccc(F)cc3)nc12,3%,?,-16,3%,18,1.4,2%,-21%,4
C=CCn1c(SCC(=O)Nc2nnc(CC)s2)nnc1-c1cccnc1,-5%,9%,4,7%,1,-0.2,3%,-1%,-7
COC(=O)Nc1ccc(S(=O)(=O)N2CCN(CCN3C(=O)C4C5C=CC(C5)C4C3=O)CC2)cc1 (stereo unspecified),-1%,3%,1,5%,11,-0.6,-3%,-11%,-2
Cc1nnc(NC(=O)C2CCCC2)s1,-2%,22%,1,3%,0,0.2,0%,-1%,-1
CCCCCCCCCCCn1nnnc1N,5%,3%,3,-17%,-12,0.8,3%,13%,1
CCOC(=O)N1CCN(C(=O)c2ccc(N(C)S(=O)(=O)c3ccc(C)cc3)cc2)CC1,-4%,?,9,-4%,5,-0.6,-4%,-6%,3
Cc1cccc(COC[C@H](CC(C)C)N2CCN(C(=O)c3ccc(C(C)(C)C)cc3)CCC2=O)c1,-6%,?,7,-6%,69,-1.2,-11%,-36%,0
CC(C)(C)OC(=O)C[C@H]1C/C=C\C[C@@H](CC(=O)N(CCO)Cc2ccccc2)C(=O)N[C@H](Cc2ccccc2)COC1=O,8%,2%,-20,5%,-11,-0.3,-6%,3%,0
COc1cccc(-c2cnc(C(O)c3ccccc3OC)[nH]2)c1 (stereo unspecified),-12%,-11%,-11,6%,0,-1.0,7%,1%,5
Cc1cccc(C)c1NC(=O)CNC(=O)c1c(C)nn(-c2ccccc2)c1Cl,2%,3%,3,-6%,12,1.7,5%,-6%,-4
Cc1cc(C)cc(N(C)S(=O)(=O)c2nnc(NC(=O)C(C)C)s2)c1,1%,-6%,-15,8%,-18,-4.5,0%,11%,3
